Source: PubChem BioAssay (National Center for Advancing Translational Sciences (NCATS))
FEN1 inh: blocks human flap endonuclease 1; Recombinant FEN1 flap cleavage, fluorescence, 15 min; P39748; actives 0.35% (n = 390,000); Potency, µM (highest dose often 114 µM), for inactives: at the highest dose activity change, negative = inhibition, hits mostly inhibitors; further: nearly all actives have a fitted effect of over 65% in size
Target sequence (P39748 whole entry, looked up): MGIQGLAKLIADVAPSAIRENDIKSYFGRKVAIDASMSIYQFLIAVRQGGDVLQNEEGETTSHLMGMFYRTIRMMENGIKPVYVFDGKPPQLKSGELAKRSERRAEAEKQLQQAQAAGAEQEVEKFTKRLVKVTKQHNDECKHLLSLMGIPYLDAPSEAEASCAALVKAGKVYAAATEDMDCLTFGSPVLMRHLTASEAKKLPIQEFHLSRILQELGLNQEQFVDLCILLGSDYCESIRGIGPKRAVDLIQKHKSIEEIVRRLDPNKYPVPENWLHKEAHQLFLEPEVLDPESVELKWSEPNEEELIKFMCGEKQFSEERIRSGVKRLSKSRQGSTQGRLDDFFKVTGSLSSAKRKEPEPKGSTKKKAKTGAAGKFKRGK
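In this screen, 50 nM flap DNA substrate was added to 10 nM FEN1 pretreated with compound for 15 min at room temperature; cleavage was followed with reads at 0 and 15 min, and Hill fitting gave concentration–response parameters.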
DT40 TDP1 CPT: growth inhibition of DT40 Tdp1-/-;hTDP1 cells with camptothecin (screen for TDP1 inhibitors). chicken DT40 Tdp1-/-;hTDP1 cells + 20 nM CPT, ATP luminescence, 48 h. Potency, µM (titrated, usually from 46.2 µM), without a hit: at the top dose activity change, negative = growth inhibition, most hits filed as inhibitors. actives 12% (n = 420,000); further: nearly all actives have a fitted effect of over 55% in size
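Chicken DT40 Tdp1-/- cells complemented with human TDP1, 400 cells/well, exposed to compounds plus 20 nM camptothecin for at least 48 h at 37 C; viability read as ATP content by CellTiter-Glo luminescence.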
GCN5L2 inh: inhibitors of human GCN5L2 histone acetyltransferase; Q92830; AID 504327; actives 0.21% (n = 390,000); GCN5L2 HAT assay, ThioGlo1 CoA-SH fluorescence; Potency, µM (titrated, usually from 58.9 µM), for inactives: at the top dose activity change, negative = inhibition, most hits filed as inhibitors
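Enzyme at 20nM final was mixed with library compounds for 15 min at room temperature. Peptide H3(1-25) at 75uM, acetyl-CoA at 70uM and ThioGlo1 at 50uM were then added. Plates were read immediately and after 20 min (Ex340nm/Em540nm).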
The depositor's hits bear a star; [ ] = remark or other dose. The call rests on the fitted dose curve; in most records, active means well fitted curve in the direction sought with a large enough effect; inconclusive means small, poorly fitted or top-dose-only effect, or another doubt; inactive means no such curve, though single readings can be large; an effect the other way counts as inactive or inconclusive. On the % scale 0 is the no-effect control and ±100 the full control effect; potency means the concentration at half of the fitted maximal effect. Not all compounds are listed. The share of hits here may be higher or lower than overall.

For COc1ccc(CNC(=O)CN(c2ccc(C)cc2)S(=O)(=O)c2c(C)n[nH]c2C)cc1 the results were FEN1 inh -7%, DT40 TDP1 CPT -11% and GCN5L2 inh -1%.
CCCOc1ccc(S(=O)(=O)NCCCN2CCOCC2)c2ccccc12 was read as FEN1 inh -13%, DT40 TDP1 CPT inconclusive and GCN5L2 inh -1%.
Screening COc1cc(NC(=O)Cc2ccc(Cl)cc2)ccc1NC(=O)c1ccco1 returned FEN1 inh -20%, DT40 TDP1 CPT inconclusive and GCN5L2 inh inconclusive.
CCOC(=O)c1cccc(NC(=O)Cn2c(=O)c3cccn3c3ccccc32)c1 was read as FEN1 inh 3%, DT40 TDP1 CPT inconclusive and GCN5L2 inh -10%.
O=C(CSc1ccccc1C(=O)O)c1ccc([N+](=O)[O-])cc1 was read as FEN1 inh inconclusive, DT40 TDP1 CPT inconclusive and GCN5L2 inh -11%.
`COC(=O)CCC(NC(=O)c1cc(-c2ccc3c(c2)OCCO3)oc1C)C(=O)OC` (configuration not stated) gave FEN1 inh -11%, DT40 TDP1 CPT -10% and GCN5L2 inh 1%.
Screening O=c1cc(-c2ccccc2)nc2c(-c3ccccc3)c(C(F)(F)F)[nH]n12 returned FEN1 inh -6%, DT40 TDP1 CPT inconclusive and GCN5L2 inh inconclusive.
For O=C(Nc1nnc(CCc2ccccc2)s1)c1ccco1 the results were FEN1 inh 1%, DT40 TDP1 CPT 2% and GCN5L2 inh -22%.
For Cc1ccsc1/C=N/NC(=O)CO the results were FEN1 inh -6%, DT40 TDP1 CPT -11% and GCN5L2 inh -2%.
For O=C(CNC(=O)c1ccc(F)cc1)N/N=C/c1cn[nH]c1-c1ccccc1 the results were FEN1 inh 0%, DT40 TDP1 CPT 4% and GCN5L2 inh -3%.
Screening Cn1cc(SCC(=O)N2CCN(c3ccccc3)CC2)c2ccccc21 returned FEN1 inh -23%, DT40 TDP1 CPT 21µM* and GCN5L2 inh 3%.
Screening CC(C)c1ccc2oc(=O)cc(CN3CCN(c4ccc(F)cc4)CC3)c2c1 returned FEN1 inh -14%, DT40 TDP1 CPT inconclusive and GCN5L2 inh -7%.
Screening CCCNC(=O)c1ccc(N(Cc2ccccc2)S(C)(=O)=O)cc1 returned FEN1 inh -1%, DT40 TDP1 CPT 13% and GCN5L2 inh -1%.
For COc1ccc(CN(CC2CCCO2)C(=O)CN2C(=O)COc3ccccc32)cc1OC (configuration not stated) the results were FEN1 inh -2%, DT40 TDP1 CPT -11% and GCN5L2 inh -2%.
CC1CCCN(C(=O)Cn2nnc(-c3ccc(F)cc3)n2)C1 (configuration not stated) was read as FEN1 inh 5%, DT40 TDP1 CPT -25% and GCN5L2 inh -4%.
O=C(Cn1nnc(-c2ccccc2Cl)n1)N1CCCCC1 was read as FEN1 inh 16%, DT40 TDP1 CPT 3% and GCN5L2 inh -10%.
For CCn1c2ccccc2c2cc(NC(=O)c3ccc(Br)o3)ccc21 the results were FEN1 inh 6%, DT40 TDP1 CPT inconclusive and GCN5L2 inh -9%.
O=C1CCCN1CCC1CCCCN1Cc1nc(COc2ccccc2)no1 (configuration not stated) was read as FEN1 inh 3%, DT40 TDP1 CPT -8% and GCN5L2 inh -18%.
O=C(COC(=O)c1ccc2ccccc2c1)Nc1ncc(C(F)(F)F)cc1Cl was read as FEN1 inh 1%, DT40 TDP1 CPT -15% and GCN5L2 inh -4%.
CSc1ccc(C2C(C#N)=C(N)Oc3c2ccc(=O)c2c(C)oc(C)c32)cc1 (configuration not stated) was read as FEN1 inh inconclusive, DT40 TDP1 CPT 18µM* and GCN5L2 inh inconclusive.
O=C(/C=C/c1cn(CC(O)CN2CCCCC2)c2ccccc12)c1cccs1 (configuration not stated) was read as FEN1 inh inconclusive, DT40 TDP1 CPT inconclusive and GCN5L2 inh -7%.
`COC(=O)c1sccc1NC(=S)Nc1ccccc1` gave FEN1 inh 3%, DT40 TDP1 CPT 3% and GCN5L2 inh -5%.
CCn1nnc(NC(=O)c2cc(Cl)c(OC)c(Cl)c2)n1 was read as FEN1 inh -2%, DT40 TDP1 CPT -1% and GCN5L2 inh -4%.
For Cc1ccc(NC(=O)/C(=C/C=C/c2ccccc2)NC(=O)c2ccccc2)cc1 the results were FEN1 inh 1%, DT40 TDP1 CPT -5% and GCN5L2 inh 40%[activator].
O=C(c1cccc([N+](=O)[O-])c1)N1CCN(Cc2ccccc2)CC1 was read as FEN1 inh -4%, DT40 TDP1 CPT 12% and GCN5L2 inh 32%.
`CCN(CC)CCOC(=O)/C=C/c1ccccc1` gave FEN1 inh 17%, DT40 TDP1 CPT -11% and GCN5L2 inh inconclusive.
O=C(c1ccc([N+](=O)[O-])cc1)N1CCN(c2ccc(Nc3ccccc3)nn2)CC1 was read as FEN1 inh 16%, DT40 TDP1 CPT inconclusive and GCN5L2 inh 0%.
O=C(COc1ccc(S(=O)(=O)N2CCOCC2)cc1)Nc1ccc(Br)cc1 was read as FEN1 inh 10%, DT40 TDP1 CPT inconclusive and GCN5L2 inh -8%.
O=C(CSc1n[nH]c(-c2ccncc2)n1)Nc1ccc(F)cc1 was read as FEN1 inh -10%, DT40 TDP1 CPT -5% and GCN5L2 inh -1%.
Screening O=C(NCc1ccco1)c1ccc(COCC(F)(F)F)cc1 returned FEN1 inh 10%, DT40 TDP1 CPT -8% and GCN5L2 inh 1%.
Cc1ccc(S(=O)(=O)N/N=C/c2ccc(OCC(=O)NC(C)C)cc2)cc1 was read as FEN1 inh -3% and DT40 TDP1 CPT -14%.
For Cc1cccc(N2CCN(C(=O)CCCn3ncn4c(cc5occc54)c3=O)CC2)c1C the results were FEN1 inh 3%, DT40 TDP1 CPT inconclusive and GCN5L2 inh -8%.
COc1cc(/C=C/C(=O)O)cc(S(=O)(=O)NCC2CCCO2)c1OC (configuration not stated) was read as FEN1 inh 8%, DT40 TDP1 CPT 14% and GCN5L2 inh -4%.
Screening CC(C)N(C(=O)CSc1ncnc2sc(-c3ccccc3)cc12)C(C)C returned FEN1 inh 5%, DT40 TDP1 CPT inconclusive and GCN5L2 inh -4%.
COc1cc(OC)cc(OCC(O)Cn2cnc3cc(C)c(C)cc32)c1 (configuration not stated) was read as FEN1 inh -20%, DT40 TDP1 CPT inconclusive and GCN5L2 inh -7%.
Screening CCOC(=O)c1cnc(SCc2ccccc2)nc1N returned FEN1 inh -10%, DT40 TDP1 CPT -26% and GCN5L2 inh -6%.
`Cc1noc(C)c1C(=O)N1CCC[C@@]2(CCN(Cc3cc(C(F)(F)F)cc(C(F)(F)F)c3)C2)C1` gave DT40 TDP1 CPT -8% and GCN5L2 inh -1%.
For COc1ccc(NC(=O)CN(C)C(=O)c2cccc(S(=O)(=O)N3CCCc4ccccc43)c2)cc1 the results were FEN1 inh 4%, DT40 TDP1 CPT 10µM* and GCN5L2 inh -10%.
`CC1CCC2C(=O)N(c3cccc(C(=O)Nc4ccccc4Cl)c3)C(=O)C2C1` (configuration not stated) gave FEN1 inh -4%, DT40 TDP1 CPT -4% and GCN5L2 inh -10%.
CC1(C)Cc2nc3sc4c(N(CCO)CCO)ncnc4c3cc2CO1 was read as FEN1 inh -17%, DT40 TDP1 CPT -29% and GCN5L2 inh -1%.

3 neighbouring compounds already listed:
O=C(/C=C/c1cn(CC(O)CN2CCCCC2)c2ccccc12)c1cccs1 (configuration not stated) was read as FEN1 inh inconclusive, DT40 TDP1 CPT inconclusive and GCN5L2 inh -7%.
`COC(=O)c1sccc1NC(=S)Nc1ccccc1` gave FEN1 inh 3%, DT40 TDP1 CPT 3% and GCN5L2 inh -5%.
CCn1nnc(NC(=O)c2cc(Cl)c(OC)c(Cl)c2)n1 was read as FEN1 inh -2%, DT40 TDP1 CPT -1% and GCN5L2 inh -4%.

Back to the main list, starting four compounds before the break.
`Cc1noc(C)c1C(=O)N1CCC[C@@]2(CCN(Cc3cc(C(F)(F)F)cc(C(F)(F)F)c3)C2)C1` gave DT40 TDP1 CPT -8% and GCN5L2 inh -1%.
For COc1ccc(NC(=O)CN(C)C(=O)c2cccc(S(=O)(=O)N3CCCc4ccccc43)c2)cc1 the results were FEN1 inh 4%, DT40 TDP1 CPT 10µM* and GCN5L2 inh -10%.
`CC1CCC2C(=O)N(c3cccc(C(=O)Nc4ccccc4Cl)c3)C(=O)C2C1` (configuration not stated) gave FEN1 inh -4%, DT40 TDP1 CPT -4% and GCN5L2 inh -10%.
CC1(C)Cc2nc3sc4c(N(CCO)CCO)ncnc4c3cc2CO1 was read as FEN1 inh -17%, DT40 TDP1 CPT -29% and GCN5L2 inh -1%.
For CCN1CCCC1CNC(=O)c1cc2cc(OC)c(OC)cc2[nH]1 (configuration not stated) the results were FEN1 inh -18%, DT40 TDP1 CPT -13% and GCN5L2 inh -9%.
Screening COc1ccc(Cl)cc1NC(=O)COC(=O)C1COc2ccccc2O1 (configuration not stated) returned FEN1 inh -20%, DT40 TDP1 CPT 7% and GCN5L2 inh -5%.
COc1ccc(S(=O)(=O)Nc2ccc(S(=O)(=O)Nc3nc(C)cc(C)n3)cc2)cc1OC was read as FEN1 inh 14%, DT40 TDP1 CPT 3% and GCN5L2 inh 1%.
Cc1nn(CC(=O)NN)c(C)c1Br was read as FEN1 inh 18%, DT40 TDP1 CPT 7% and GCN5L2 inh -2%.
Screening ON1C(c2ccccc2)CC2(O)c3nonc3CCC12 (configuration not stated) returned FEN1 inh 3%, DT40 TDP1 CPT -14% and GCN5L2 inh -6%.
`O=C(O)CCNC(=O)c1cncc(Br)c1` gave FEN1 inh -5%, DT40 TDP1 CPT 11% and GCN5L2 inh 0%.
Screening Cc1ncsc1CCOC(=O)c1ccccc1 returned FEN1 inh -5%, DT40 TDP1 CPT 13% and GCN5L2 inh -15%.
Screening Cc1noc(C)c1S(=O)(=O)Nc1ccc(C(=O)NC2CCCCC2)cc1 returned FEN1 inh 1%, DT40 TDP1 CPT -3% and GCN5L2 inh -15%.
`CCN(CC(=O)NCc1ccc(F)cc1)C(=O)C(C)Oc1cccc(Cl)c1` (configuration not stated) gave FEN1 inh 12%, DT40 TDP1 CPT inconclusive and GCN5L2 inh 4%.
For Cc1ccc(-n2c(C)nn(Cc3ccc([N+](=O)[O-])cc3)c2=O)cc1 the results were FEN1 inh 0%, DT40 TDP1 CPT -15% and GCN5L2 inh -11%.
For Cc1nnc(NC(=O)c2ccc(-c3ccc(Cl)cc3)o2)s1 the results were FEN1 inh 5%, DT40 TDP1 CPT -24% and GCN5L2 inh -21%.
For Cc1cccc(C(=O)N2CCN(C(=O)c3cccc(C)c3)C(C)C2)c1 (configuration not stated) the results were FEN1 inh 6%, DT40 TDP1 CPT -19% and GCN5L2 inh inconclusive.
COCCn1c(SCC#N)nnc1-c1ccccc1O was read as FEN1 inh 7%, DT40 TDP1 CPT 5% and GCN5L2 inh 2%.
Screening COc1ccc(Br)cc1C(=O)NC(=S)Nc1ccc2[nH]c(=O)[nH]c2c1 returned FEN1 inh -4%, DT40 TDP1 CPT 11% and GCN5L2 inh -4%.
For COCc1nnc(NS(=O)(=O)c2ccc(OC)cc2)s1 the results were FEN1 inh -11% and DT40 TDP1 CPT 4%.
Nc1nnc(SCC(=O)OCC(=O)c2ccccc2)s1 was read as FEN1 inh 18%, DT40 TDP1 CPT 4% and GCN5L2 inh -1%.
COc1ccc(CC(=O)Nc2cc(C)ccc2O)cc1OC was read as FEN1 inh -2%, DT40 TDP1 CPT -10% and GCN5L2 inh 1%.
CCCCn1c(SCC(=O)c2ccccc2)nc2c1c(=O)[nH]c(=O)n2C was read as FEN1 inh -7%, DT40 TDP1 CPT inconclusive and GCN5L2 inh -8%.
CC(c1ccccc1)N1C(=O)c2cccnc2C1=O (configuration not stated) was read as FEN1 inh 4%, DT40 TDP1 CPT 5% and GCN5L2 inh 1%.
CCC(=O)N1c2ccccc2CC1C(=O)NCCc1ccc(OC)cc1OC (configuration not stated) was read as FEN1 inh 22%, DT40 TDP1 CPT inconclusive and GCN5L2 inh 30%[activator].
Screening CCOC(=O)c1cnn(-c2nc(OCC)cc(OCC)n2)c1C returned FEN1 inh -3%, DT40 TDP1 CPT inconclusive and GCN5L2 inh 0%.
O=C(COC(=O)/C=C/c1cccc(Br)c1)Nc1cccc(S(=O)(=O)NC2=NCCC2)c1 was read as FEN1 inh 6%, DT40 TDP1 CPT -14% and GCN5L2 inh -11%.
Screening N#CCSc1nnc2c(Cl)cc(Cl)cn12 returned FEN1 inh -12%, DT40 TDP1 CPT -7% and GCN5L2 inh -3%.
Screening COc1ccc(C(=O)CN2C(=O)C(C)(C)Oc3ccc(C(=O)N4CCCCCC4)cc32)cc1 returned FEN1 inh -7%, DT40 TDP1 CPT inconclusive and GCN5L2 inh -5%.
Screening O=C(COC(=O)c1ccccn1)Nc1ccc2c(c1)OCCO2 returned FEN1 inh 8%, DT40 TDP1 CPT -1% and GCN5L2 inh -1%.
